Screening results as filed in PubChem BioAssay.
IDE exosite inh = insulin-degrading enzyme (human) exo-site inhibition; purified IDE, FL-6b probe fluorescence polarization; stronger effect = lower value; P14735; z-score at 20 µM; 17,000 compounds, 6.3% hits;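 active = z-score of -3 or lower, meaning strong loss of probe binding signal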;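 also: His-tagged human IDE residues 42-1019 made in E. coli with 30 nM FL-6b probe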
Target sequence (P14735 42-1019 limits assumed): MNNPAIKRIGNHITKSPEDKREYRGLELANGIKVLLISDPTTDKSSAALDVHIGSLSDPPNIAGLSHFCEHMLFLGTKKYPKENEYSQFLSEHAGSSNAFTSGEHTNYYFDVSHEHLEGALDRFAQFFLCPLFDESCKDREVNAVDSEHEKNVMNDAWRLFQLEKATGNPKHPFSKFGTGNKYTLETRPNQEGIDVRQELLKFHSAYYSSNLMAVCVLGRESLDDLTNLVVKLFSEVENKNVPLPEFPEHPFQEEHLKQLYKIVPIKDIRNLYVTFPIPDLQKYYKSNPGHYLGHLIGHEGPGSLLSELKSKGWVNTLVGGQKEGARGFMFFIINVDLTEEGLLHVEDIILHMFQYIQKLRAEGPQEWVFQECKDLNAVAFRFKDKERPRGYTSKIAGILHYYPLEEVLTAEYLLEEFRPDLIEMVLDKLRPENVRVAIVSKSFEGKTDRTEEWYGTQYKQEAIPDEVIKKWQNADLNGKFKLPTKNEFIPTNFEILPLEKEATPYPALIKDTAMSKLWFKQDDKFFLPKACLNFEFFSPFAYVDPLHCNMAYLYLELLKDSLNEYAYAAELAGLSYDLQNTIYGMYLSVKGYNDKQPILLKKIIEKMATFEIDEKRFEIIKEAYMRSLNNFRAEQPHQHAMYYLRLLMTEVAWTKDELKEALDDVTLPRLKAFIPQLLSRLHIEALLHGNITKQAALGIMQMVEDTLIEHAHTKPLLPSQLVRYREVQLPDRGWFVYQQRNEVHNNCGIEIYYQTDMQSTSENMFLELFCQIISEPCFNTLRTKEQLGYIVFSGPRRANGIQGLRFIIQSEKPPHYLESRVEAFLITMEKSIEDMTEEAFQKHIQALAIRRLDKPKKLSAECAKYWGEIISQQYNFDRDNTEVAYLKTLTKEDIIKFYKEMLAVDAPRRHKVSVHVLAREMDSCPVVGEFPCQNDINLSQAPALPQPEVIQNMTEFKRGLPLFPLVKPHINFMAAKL
* hit, by the source's call; & = joins results of further samples. A portion of the library; count on the stated rates, not on these rows.

SMILES	IDE exosite inh
CCCC(=O)N1C[C@@H]2[C@H](c3ccccc31)[C@H](CO)N2C(=O)Nc1ccc(F)cc1	2.5
CCC(=O)N(CC)C[C@@H]1[C@@H](c2ccc(-c3cccnc3)cc2)[C@H](CO)N1C(C)=O	0.82
Cc1cccc(-c2ccc([C@H]3[C@H](CO)N4CCCCN(S(=O)(=O)c5cccs5)C[C@@H]34)cc2)c1	3.2
CN1C(=O)c2cc(NC(=O)C3CCOCC3)ccc2OC[C@@H]2O[C@@H](CC(=O)NCCc3ccncc3)CC[C@H]21	-0.62
CO[C@H]1CN(C)C(=O)c2cc(NS(=O)(=O)c3cccc(Cl)c3)ccc2OC[C@H](C)NC[C@H]1C	-0.89
COCC(=O)N1CCCCN2[C@H](C1)[C@@H](c1ccc(C#Cc3ccccc3)cc1)[C@@H]2CO	-5.9*
CC(=O)N1CC(=O)N2[C@H](CO)[C@H](c3ccc(-c4ccc(C(=O)N(C)C)cc4)cc3)[C@@H]2C1	2.4
COc1cccc(C#Cc2ccc([C@H]3[C@@H](C#N)N[C@@H]3CO)cc2)c1	-0.55
COc1ccc(-c2ccc(C3[C@H]4CNC[C@@H]3N4Cc3cc(F)ccc3F)cc2)cc1 (some centres not stated)	1.6
COCC#Cc1ccc([C@@H]2[C@@H](CO)N3CCCCN(Cc4cccnc4)C[C@H]23)cc1	-1.4
O=C(C1CCCCC1)N1CC2(C1)[C@H](c1ccccc1)[C@@H](CO)N2C(=O)c1cccnc1	1.5
CCC(=O)N1CC(=O)N2[C@H](C1)[C@H](c1ccc(C#Cc3cccc(OC)c3)cc1)[C@@H]2CO	-9.2*
N#C[C@@H]1[C@H](c2ccccc2)[C@H](CO)N1C(=O)CN1CCOCC1	2.1
C[C@H]1CN([C@@H](C)CO)C(=O)Cc2cc(N(C)C)ccc2O[C@H]1CN(C)C(=O)NC1CCCCC1	1.7
COc1ccccc1-c1cnc2c(c1)C(=O)N([C@@H](C)CO)C[C@@H](C)[C@@H](CN(C)C(=O)CC1CC1)O2	0.065
N#C[C@H]1[C@@H](c2ccccc2)[C@H](CO)N1C(=O)Nc1cccc(F)c1	0.0046
O=C(O)C[C@@H]1C[C@H]2c3cc(NC(=O)Cc4ccncc4)ccc3O[C@H]2[C@H](CO)O1	-0.54
C[C@@H](O)C#Cc1ccc([C@@H]2[C@@H](CO)N3CCCCN(C(=O)c4cccc(F)c4)C[C@@H]23)cc1	1.7
CN(C)CC#Cc1ccc([C@@H]2[C@@H](CO)N3CCCCN(C(=O)CN(C)C)C[C@H]23)cc1	1.4
COCC#Cc1ccc([C@@H]2[C@@H](CO)N3CCCCN(C(=O)NC4CCCC4)C[C@H]23)cc1	-1
COc1ccc(S(=O)(=O)Nc2ccc3c(c2)C(=O)N([C@@H](C)CO)C[C@@H](C)[C@H](CN(C)S(=O)(=O)c2ccc(Cl)cc2)OCCCC[C@@H](C)O3)cc1	-0.94
C[C@@H]1CN([C@@H](C)CO)C(=O)Cc2cc(NC(=O)Nc3ccc(F)cc3)ccc2O[C@H]1CN(C)S(C)(=O)=O	1.5
O=C(c1cnccn1)N1CC(=O)N2[C@H](CO)[C@H](c3ccc(-c4cccc(F)c4)cc3)[C@H]2C1	-2.7
CCS(=O)(=O)N(C)C[C@@H]1N[C@H](CO)[C@@H]1c1ccc(C#CC2CCCC2)cc1	4.3
N#C[C@@H]1[C@H](c2ccccc2-c2ccccc2)[C@H](CO)N1C(=O)Cc1cccnc1	5.3
CCC(=O)N1CC2(C1)[C@H](c1ccc(-c3cccc(C)c3)cc1)[C@@H](CO)N2S(C)(=O)=O	-0.59
CCC(=O)N1CCCCN2[C@H](CO)[C@@H](c3ccc(C#Cc4ccccc4F)cc3)[C@H]2C1	1.8
COc1cccc(NC(=O)N[C@H]2C=C[C@@H](CC(=O)NCc3ccncn3)O[C@H]2CO)c1	0.65
COc1ccc(CNC(=O)c2cc3c(c(-c4cccc(-c5ccc(C#N)cc5)c4)n2)[C@H](CCO)N([S@@](=O)C(C)(C)C)C3)cc1	0.75
O=C(Nc1cc(F)ccc1F)N1CC(=O)N2[C@H](C1)[C@H](c1ccc(C#CC3CCCCC3)cc1)[C@@H]2CO	2.1
O=C(C1CCOCC1)N1C[C@H]2[C@@H](c3ccccc31)[C@@H](CO)N2C(=O)Cc1ccccn1	2.4
C[C@@H]1CN([C@H](C)CO)C(=O)c2c(c3ccccc3n2C)-c2ccccc2CO[C@H]1CN(C)C(=O)Nc1ccc2c(c1)OCO2	-1.2
O=C(c1ccc(F)cc1)N1CC(=O)N2[C@H](C1)[C@H](c1ccc(-c3cccnc3)cc1)[C@@H]2CO	-1.5
CN1C(=O)c2cc(NC(=O)Cc3cccs3)ccc2OC[C@H]2O[C@@H](CC(=O)NCc3ccc(-c4ccccc4)cc3)CC[C@@H]21	0.42
O=C(c1ccccn1)N1C[C@H]2[C@@H](c3ccccc31)[C@@H](CO)N2C(=O)C1CCCCC1	1.9
Cc1cccc(-c2ccc([C@@H]3[C@@H](CO)N4C(=O)CN(C(=O)c5ccccc5)C[C@H]34)cc2)c1	-1.4
O=C(Nc1ccccc1F)N1CC(=O)N2[C@H](CO)[C@@H](c3ccc(C#CC4CCCC4)cc3)[C@@H]2C1	5.1
C[C@H](CO)N1C[C@H](C)[C@@H](CN(C)C(=O)Nc2cccc(C(F)(F)F)c2)OCc2ccccc2-c2ccccc2C1=O	0.32
CCCNC(=O)NC[C@H]1[C@@H](c2ccc(C3=CCCCC3)cc2)[C@H](CO)N1C(C)=O	-0.56
CCCN1CC2(C1)CN(C(=O)CN1CCOCC1)[C@H](CO)c1c2c2ccc(OC)cc2n1C	0.88
CN(C[C@@H]1N[C@H](CO)[C@@H]1c1ccc(C2=CCCC2)cc1)S(C)(=O)=O	5.4
CC=Cc1ccc2n(c1=O)C[C@@H]1[C@@H](CO)[C@H](C(=O)NCCc3cn(C)cn3)[C@H]2N1C(=O)C1CCC1 (mixture of isomers)	-0.25
O=C(C1CCOCC1)N1CC(=O)N2[C@H](CO)[C@H](c3ccc(-c4ccccc4F)cc3)[C@H]2C1	-7.6*
Cc1ccc(S(=O)(=O)N2CC[C@@H]3[C@H]2c2cc(-c4cccc(C(=O)N(C)C)c4)ccc2N[C@@H]3CO)cc1	1.4
N#C[C@H]1N[C@H](CO)[C@@H]1c1ccc(-c2cccc(F)c2)cc1	-0.59
CC(=O)N1CC(=O)N2[C@H](CO)[C@H](c3ccc(-c4ccncc4)cc3)[C@@H]2C1	-0.02
COc1ccc(NC(=O)N2CCCCN3[C@H](C2)[C@@H](c2ccc(-c4ccccc4F)cc2)[C@@H]3CO)cc1	0.93
COc1ccc2c3c(n(C)c2c1)[C@@H](CO)N(C(=O)Nc1c(C)noc1C)CC31CN(CC2CC2)C1	-0.26
COc1ccc(-c2ccc([C@@H]3[C@@H](CO)N4C(=O)CN(C(=O)C5CCCC5)C[C@H]34)cc2)cc1	0.57
CN(C)CC(=O)N1[C@@H](C#N)[C@@H](c2ccccc2-c2ccccc2F)[C@@H]1CO	-0.05
COCCN(C[C@@H]1[C@@H](c2ccccc2)[C@H](CO)N1C(C)=O)C(=O)c1cccnc1	0.075
O=C(NC1CCCC1)N1CCCCN2[C@@H](CO)[C@@H](c3ccc(/C=C/c4ccccc4)cc3)[C@@H]2C1	-8.4*
O=C(Nc1ccccc1)N1CCCCN2[C@H](CO)[C@@H](c3ccc(Br)cc3)[C@@H]2C1	0.2
C/C=C/c1ccccc1[C@H]1[C@@H](CO)N(C(=O)Nc2cccc(F)c2)[C@H]1C#N	-0.76
N#C[C@@H]1[C@H](c2ccc(C3=CCCC3)cc2)[C@H](CO)N1C(=O)C1CCCC1	2.8
CN(C)C(=O)C[C@H]1C[C@@H]2c3cc(NC(=O)Nc4ccc(F)cc4)ccc3O[C@@H]2[C@H](CO)O1	1.2
N#C[C@@H]1[C@H](c2ccc(C#CC3CC3)cc2)[C@@H](CO)N1S(=O)(=O)c1ccccc1	5.2
CO[C@H]1CN(C)C(=O)c2cc(NC(=O)Cc3ccccc3)ccc2OC[C@@H](C)N(C(=O)c2ccccc2F)C[C@H]1C	1.5
CCCNC(=O)N1[C@H](CO)[C@@H](c2ccccc2)[C@@H]1C#N	2.2
C[C@@H]1CCCCO[C@H](CN(C)Cc2ccc(C(=O)O)cc2)[C@H](C)CN([C@H](C)CO)C(=O)c2cc(N(C)C)ccc2O1	1.1

The list goes on:
SMILES	IDE exosite inh
COCC(=O)N1[C@H](C#N)[C@H](c2ccc(-c3cccc(F)c3)cc2)[C@@H]1CO	1.2
O=C(Nc1ccccc1)N1CCCCN2[C@H](C1)[C@@H](c1ccc(C3=CCCCC3)cc1)[C@@H]2CO	1.5
COc1cccc(S(=O)(=O)N2[C@@H]3CNC[C@H]2C3c2ccc(-c3ccc(C(=O)N(C)C)cc3)cc2)c1 (some centres not stated)	2.5
C[C@@H]1CCCCO[C@@H](CN(C)Cc2ccc(C(F)(F)F)cc2)[C@H](C)CN([C@@H](C)CO)C(=O)c2cc(NC(=O)Nc3cccc4ccccc34)ccc2O1	1
O=C(C1CCC1)N1CC(=O)N2[C@H](CO)[C@H](c3ccc(-c4cccnc4)cc3)[C@H]2C1	-2.1
CCS(=O)(=O)Nc1ccc2c(c1)C(=O)N(C)[C@@H]1CC[C@H](CC(=O)NC3CCCCC3)O[C@H]1CO2	-0.95
CN1C(=O)c2cc(NC(=O)Nc3ccc(Cl)cc3)ccc2OC[C@@H]2O[C@H](CC(=O)NCCN3CCCCC3)CC[C@@H]21	1
C[C@@H](O)C#Cc1ccc([C@H]2[C@@H](CO)N3CCCCN(C(=O)Nc4ccccc4)C[C@@H]23)cc1	3
CCc1cnc(N2[C@H](C#N)[C@H](c3ccc(C4=CCCC4)cc3)[C@@H]2CO)s1	0.39
O=C(c1ccncc1)N1CC(=O)N2[C@H](CO)[C@@H](c3ccc(/C=C/c4ccccc4)cc3)[C@@H]2C1	-1
COc1ccc(CN2CC3(CN(S(=O)(=O)c4ccc(C)cc4)C3)c3c([nH]c4cc(OC)ccc34)[C@H]2CO)cc1	0.25
O=C(C[C@@H]1CC[C@@H]2NC[C@@H](O)COC[C@H]2O1)Nc1nccs1	-0.53
COc1ccc(CN(C)C[C@H]2OCCCC[C@H](C)Oc3ccc(NC(=O)C4CCCCC4)cc3C(=O)N([C@@H](C)CO)C[C@@H]2C)cc1	0.4
C/C=C/c1ccc([C@H]2[C@@H](CO)N(C(=O)C3CC3)[C@H]2CN(C)S(C)(=O)=O)cc1	5.7
COc1cccc(S(=O)(=O)N2CCCCN3[C@H](CO)[C@H](c4ccc(C#CCC(C)C)cc4)[C@@H]3C2)c1	1.7
CC(C)(O)C#Cc1ccc([C@@H]2[C@@H](CO)N3CCCCN(C(=O)c4cccnc4)C[C@@H]23)cc1	3.4
COc1ccc(CNC(=O)N(C)C[C@H]2OCc3ccccc3-c3c(n(C)c4ccccc34)C(=O)N([C@H](C)CO)C[C@H]2C)cc1	0.23
CC(=O)N1[C@H](CO)[C@H](c2ccc(-c3cccnc3)cc2)[C@H]1CNC(=O)C1CC1	1
CC(C)CC#Cc1ccc([C@@H]2[C@@H](CO)N3C(=O)CN(C(=O)c4cccc(F)c4)C[C@@H]23)cc1	0.27
CC(=O)NC[C@H]1[C@H](c2ccc(-c3ccccc3)cc2)[C@H](CO)N1C(=O)C1CC1	1.8
CN1C(=O)c2cc(NC(=O)Nc3ccccc3Cl)ccc2OC[C@H]2O[C@H](CC(=O)NCCCN3CCOCC3)CC[C@@H]21	-14*
O=C([C@H]1[C@H](CO)[C@H]2Cn3c(ccc(C4=CCCC4)c3=O)[C@@H]1N2C(=O)c1cccnc1)N1CCOCC1	0.56
O=C(C1CC1)N1CC(=O)N2[C@H](CO)[C@H](c3ccc(-c4ccccc4F)cc3)[C@@H]2C1	1.2
O=C(C[C@H]1CC[C@@H]2[C@H](COC[C@@H](O)CN2Cc2nccs2)O1)N1CCC(Cc2ccccc2)CC1	-1.3
COc1ccc(NC(=O)N2C[C@H](O)COC[C@H]3O[C@H](CC(=O)N4CCCCC4)CC[C@@H]32)cc1	1.3
CCCNC(=O)N1[C@@H](C#N)[C@@H](c2ccc(-c3ccccc3F)cc2)[C@@H]1CO	1.2
OC[C@H]1[C@@H](c2ccc(C#CC3(O)CCCC3)cc2)[C@H]2CN(Cc3cccnc3)CCCCN21	0.43
N#C[C@H]1N[C@@H](CO)[C@H]1c1ccc(C#Cc2ccccc2F)cc1	-4*
Cc1ccccc1-c1ccc([C@H]2[C@H]3CN(S(=O)(=O)Cc4ccccc4)CCCCN3[C@H]2CO)cc1	1.7
Fc1cccc(CN2C[C@@H]3N[C@H](C2)C3c2ccc(-c3cncnc3)cc2)c1 (some centres not stated)	-1.3&3.5

A different layout for part of the listing above.
| structure | IDE exosite inh |
| --- | --- |
| CC(C)CC#Cc1ccc([C@@H]2[C@@H](CO)N3C(=O)CN(C(=O)c4cccc(F)c4)C[C@@H]23)cc1 | 0.27 |
| CC(=O)NC[C@H]1[C@H](c2ccc(-c3ccccc3)cc2)[C@H](CO)N1C(=O)C1CC1 | 1.8 |
| CN1C(=O)c2cc(NC(=O)Nc3ccccc3Cl)ccc2OC[C@H]2O[C@H](CC(=O)NCCCN3CCOCC3)CC[C@@H]21 | -14* |
| O=C([C@H]1[C@H](CO)[C@H]2Cn3c(ccc(C4=CCCC4)c3=O)[C@@H]1N2C(=O)c1cccnc1)N1CCOCC1 | 0.56 |
| O=C(C1CC1)N1CC(=O)N2[C@H](CO)[C@H](c3ccc(-c4ccccc4F)cc3)[C@@H]2C1 | 1.2 |
| O=C(C[C@H]1CC[C@@H]2[C@H](COC[C@@H](O)CN2Cc2nccs2)O1)N1CCC(Cc2ccccc2)CC1 | -1.3 |
| COc1ccc(NC(=O)N2C[C@H](O)COC[C@H]3O[C@H](CC(=O)N4CCCCC4)CC[C@@H]32)cc1 | 1.3 |
| CCCNC(=O)N1[C@@H](C#N)[C@@H](c2ccc(-c3ccccc3F)cc2)[C@@H]1CO | 1.2 |
| OC[C@H]1[C@@H](c2ccc(C#CC3(O)CCCC3)cc2)[C@H]2CN(Cc3cccnc3)CCCCN21 | 0.43 |
| N#C[C@H]1N[C@@H](CO)[C@H]1c1ccc(C#Cc2ccccc2F)cc1 | -4* |
| Cc1ccccc1-c1ccc([C@H]2[C@H]3CN(S(=O)(=O)Cc4ccccc4)CCCCN3[C@H]2CO)cc1 | 1.7 |
| Fc1cccc(CN2C[C@@H]3N[C@H](C2)C3c2ccc(-c3cncnc3)cc2)c1 (some centres not stated) | -1.3&3.5 |
